Screens: PubChem, several laboratories
ERa SRC1 inh: ER-alpha (human) coactivator binding inhibition; P03372; TR-FRET ER-alpha LBD / SRC-1 peptide, estradiol-bound; inhibition, % at 25.6 µM; 86,000 compounds, 1.7% hits; in the data active = inhibition above about 50%;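 note: 0% = receptor plus peptide control and 100% = peptide only without receptor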
ERb coact inh: ER-beta (human) coactivator binding inhibition. Q92731. TR-FRET ER-beta LBD / SRC1-Cy5 peptide binding; receptor agonist-loaded with 1 µM estradiol. inhibition, % at 25.6 µM. 86,000 compounds, 1.3% hits;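 active = compounds whose percent inhibition of the receptor-coactivator binding signal exceeds about 50% in the single-dose screen, limit read from the data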;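 note: 0% = receptor plus peptide wells without compound and 100% = peptide-only wells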
Target sequence (Q92731 whole entry, looked up, the tested form may be a part): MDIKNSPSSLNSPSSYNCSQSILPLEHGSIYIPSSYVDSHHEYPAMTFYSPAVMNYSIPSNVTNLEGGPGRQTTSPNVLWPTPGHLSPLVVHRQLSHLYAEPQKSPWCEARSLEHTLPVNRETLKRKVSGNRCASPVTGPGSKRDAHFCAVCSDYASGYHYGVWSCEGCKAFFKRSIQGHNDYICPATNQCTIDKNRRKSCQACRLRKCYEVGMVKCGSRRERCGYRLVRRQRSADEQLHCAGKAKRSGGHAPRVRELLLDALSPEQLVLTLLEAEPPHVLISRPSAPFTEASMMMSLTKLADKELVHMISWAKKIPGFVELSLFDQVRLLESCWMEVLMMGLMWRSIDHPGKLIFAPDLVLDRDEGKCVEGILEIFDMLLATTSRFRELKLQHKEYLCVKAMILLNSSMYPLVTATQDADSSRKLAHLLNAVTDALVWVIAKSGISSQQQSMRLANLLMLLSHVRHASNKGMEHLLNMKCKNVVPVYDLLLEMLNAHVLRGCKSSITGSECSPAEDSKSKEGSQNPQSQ
Smad3 FoxH1 inh: blocks human Smad3 binding to FoxH1 peptide | TR-FRET Smad3/Dy647-FoxH1 peptide binding, europium anti-His | inhibition, % at 25 µM | 88,000 compounds, 0.29% hits | AID 630;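 active = compounds that reduce the energy-transfer binding signal between the protein and its labelled peptide by more than half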;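 note: 0% = Smad3 plus labelled peptide maximal FRET and 100% = peptide-only background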
Target sequence (P84022 whole entry, looked up): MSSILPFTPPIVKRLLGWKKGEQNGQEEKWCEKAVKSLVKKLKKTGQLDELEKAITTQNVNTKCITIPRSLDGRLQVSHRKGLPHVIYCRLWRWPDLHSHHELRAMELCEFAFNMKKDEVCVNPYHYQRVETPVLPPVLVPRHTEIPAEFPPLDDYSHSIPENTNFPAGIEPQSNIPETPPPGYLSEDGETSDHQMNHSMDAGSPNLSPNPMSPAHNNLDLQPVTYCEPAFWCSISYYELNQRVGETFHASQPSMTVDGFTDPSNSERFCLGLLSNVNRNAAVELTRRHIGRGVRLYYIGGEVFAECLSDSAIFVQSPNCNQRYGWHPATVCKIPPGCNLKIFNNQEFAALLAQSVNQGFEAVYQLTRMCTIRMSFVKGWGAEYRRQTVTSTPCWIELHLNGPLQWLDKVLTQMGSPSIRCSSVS
HUVEC inhibit: blocks proliferation of human endothelial cells. HUVEC proliferation, CellTiter-Glo luminescence, 72 h; active compounds read low. viability, % at 10 µM (by protocol). 86,000 compounds, 1.1% hits;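 active = viability at or below 30%; inactive = viability above 30%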;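 note: 100% = median luminescence of DMSO-only cell control wells on each plate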
H69AR inhibit: blocks growth of human H69AR lung tumor cells; 85,000 compounds, 6% hits; H69AR lung tumor viability, ATP luminescence, 72 h; active compounds read low; viability, % at 10 µM; AID 598;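 active = viability at or below 40%; inactive = viability above 40%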;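 note: multidrug resistant small cell line overexpressing MRP-1 efflux transporter; 100% = mean luminescence of untreated control wells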
MT1-MMP txn act: activates MT1-MMP transcription; 86,000 compounds, 0.16% hits; HT1080 MT1-MMP promoter luciferase reporter, luminescence, overnight; active compounds read high; activation factor at 10 µM;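 active = activation factor of at least 2 for MT1-MMP transcription at 10 µM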
ERa coact pot: enhances coactivator binding to human estrogen receptor alpha; TR-FRET ERalpha-LBD/SRC-Cy5 coactivator binding, 2 h; 100 = basal binding, no effect; P03372; AID 639; 86,000 compounds, 1.3% hits; coactivator binding (% of control), % at 25.6 µM; in the data active = activity above about 200%;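 note: binding measured in presence of low estradiol as agonist stimulus; 0% = peptide alone without receptor and 100% = receptor with peptide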
Mac1 fbg enh: enhancers of human CD11b/CD18 binding to fibrinogen. P05107+P11215. K562 CD11b/CD18 adhesion to fibrinogen, ATPlite luminescence. activation, % at 10 µM. 93,000 compounds, 0.07% hits. AID 1499;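 active = 10 µM primary screen giving 50% or more activity, confirmed by 40% or more on retest at that dose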; note: strong numbers were not always called active
Fibroblast inh: blocks proliferation of human lung fibroblasts; LL 47 human lung fibroblast viability, ATP luminescence; active compounds read low; viability, % at 10 µM; 85,000 compounds, 1.1% hits; AID 719;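 active = viability at or below 50% in the single dose screen; inactive = viability above 50%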;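 note: compound exposure lasted 72 h before the ATP readout; 100% = median luminescence of untreated cell-only wells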
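material = human LL 47 lung fibroblast cells | dosing = compounds added from tenfold dosing solution, 0.1% DMSO final | timing = overnight cell rest, 72 h compound treatment at 37 °C | measured by = CellTiter-Glo luminescence measuring cellular ATP | evaluation = % viability versus median cells-only luminescence | control set = cell-only wells, no compound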
* marks the source's active call; other numbers are inactive results; nt = no result given; [ ] = dose if it differs, or a comment.

Values in the order: ERa SRC1 inh	ERb coact inh	Smad3 FoxH1 inh	HUVEC inhibit	H69AR inhibit	MT1-MMP txn act	ERa coact pot	Mac1 fbg enh	Fibroblast inh
COCCNC(=O)COc1ccc(Oc2ccccc2)cc1
  -6	-9	-1	110	85	1.2	99[fluorescence artefact?]	nt	103
Cn1c(=O)c2c(ncn2CC(=O)Nc2ccccc2Sc2ccccc2)n(C)c1=O
  0	-1	-1	91	101	1.1	115[fluorescence artefact?]	-1	101
CCOc1cc(C(=O)NC(C)COC)cc(OCC)c1OCC (centres undefined)
  -2	3	-4	91	84	1	107	0	102
COc1cccc(NC(=O)CC2(CC(=O)O)CCCC2)c1
  -13	2	4	95	91	1.2	114	0	98
CCOC(=O)C1=C(C)NC(=O)NC1c1ccc(N(C)C)cc1 (centres undefined)
  1	-13	13	96	92	0.9	112	-3	96
Cc1c(C)n(C(=O)CSc2nc3ccccc3[nH]2)c2ccccc12
  55*[fluorescence artefact?]	21	0	111	91	1.4	17	-1	101
CCOC(=O)c1[nH]c(COC(=O)CCCOc2ccccc2)c(C(=O)OCC)c1C
  2	4	5	92	87	1.1	110	3	90
CCn1nccc1C(=O)Nc1ccc(S(=O)(=O)NC23CC4CC(CC(C4)C2)C3)cc1
  5	1	3	67	76	1.2	126	nt	89
CCOC(=O)C1[C@H]2C(=O)N(C(C)c3ccc(OC)cc3)C[C@]23C=C[C@H]1O3 (some centres undefined)
  0[fluorescence artefact?]	4[fluorescence artefact?]	-4	92	99	1.3	98	-1	101
COc1ccc(NC(=O)N(C2CCCCC2)C(C)c2cccnc2)c(OC)c1 (centres undefined)
  -2	-2	2	103	83	1.1	125	nt	91
O=C(Nc1cnn(Cc2ccc(F)cc2)c1)c1cnccn1
  33	22	-16	100	97	1.3	101	nt	102
Cc1ccc(S(=O)(=O)N2CCN(S(=O)(=O)c3ccc4c(c3)OCCO4)CC2)cc1
  33	38[fluorescence artefact?]	3	89	77	1.1	131[fluorescence artefact?]	14	94
O=C(C1CCCCC1)N1CCCc2ccccc21
  -2	-5[fluorescence artefact?]	1	102	98	1.3	108	-1	97
COc1cccc(N2C(=O)N(c3ccccc3Cl)C3CS(=O)(=O)CC32)c1 (centres undefined)
  -4	0	-10	91	94	1.2	107	nt	96
CCCc1nc(NCC2CCCO2)c2nnn(Cc3ccccc3)c2n1 (centres undefined)
  2	-6	4[fluorescence artefact?]	92	95	1.4	102	nt	83

The list continues:
Values in the order: ERa SRC1 inh	ERb coact inh	Smad3 FoxH1 inh	HUVEC inhibit	H69AR inhibit	MT1-MMP txn act	ERa coact pot	Mac1 fbg enh	Fibroblast inh
CS(=O)(=O)N(CC(=O)N1CCN(Cc2ccccc2)CC1)c1ccc2c(c1)OCCO2
  0[fluorescence artefact?]	1	-1	97	93	0.9	114	-3	104
O=C(c1ccc(Cn2c(=O)[nH]c3ccccc3c2=O)cc1)N1CCN(c2ccccn2)CC1
  -4[fluorescence artefact?]	1[fluorescence artefact?]	-9	99	86	1	97[fluorescence artefact?]	0	102
Cc1[nH]c2ccccc2c(=O)c1CN1CCCCC1
  -7	-4	-1	102	100	1	105	0	96
O=C1C2CCCN2C(c2ccccc2)N1c1ccc(F)cc1 (centres undefined)
  -10	-11	2	96	101	1	117	-2	103
O=C1CCOc2cc(OCc3ccccc3)ccc21
  -4	-13	6	83	85	1.1	111	nt	100
CC(C(=O)N1CCCc2c1c(=O)oc1ccc(O)cc21)N1CCc2ccccc2C1 (centres undefined)
  6[fluorescence artefact?]	2[fluorescence artefact?]	-6	87	90	1.2	112	0	92
CCC(C)c1ccc(NC(=O)c2cccnc2)cc1 (centres undefined)
  -4	0	6	94	74	1.5	116	nt	93
O=C(COC(=O)CCc1ccc(S(=O)(=O)N2CCOCC2)cc1)Nc1ncc(C(F)(F)F)cc1Cl
  -14	5	1	86	98	1.2	93	-3	95
Cc1cc(OCCNCCO)cc(C)c1Cl
  -2	-6	1	88	92	1	101	nt	102
CCC(C)c1c(O)nc(SCc2ccccc2)[nH]c1=O (centres undefined)
  3	-5	3	96	100	nt	115	-4	98
COc1cc(S(=O)(=O)N2CCCCC2)ccc1NC(=O)Cc1ccccc1
  -3	-1	-9	85	76	1.1	107	1	98
O=C(Nc1nnc(CC2=CCCCC2)s1)c1cccs1
  -7	-13[fluorescence artefact?]	1[fluorescence artefact?]	91	92	1.7	96	-2	106
Cn1nc(CC(=O)NCc2ccc(C(F)(F)F)cc2)c2ccccc2c1=O
  -14	-18	4	94	106	1.1	99[fluorescence artefact?]	-1	101
O=C(O)CCCC(=O)NCCc1cccc(Cl)c1
  -6	-7	-17	113	95	1.2	150	-4	94
O=C(O)COc1ccc(=O)n(-c2ccccc2)n1
  13	19	-3	102	97	nt	77	-5	101

Following part:
Values in the order: ERa SRC1 inh	ERb coact inh	Smad3 FoxH1 inh	HUVEC inhibit	H69AR inhibit	MT1-MMP txn act	ERa coact pot	Mac1 fbg enh	Fibroblast inh
Cc1ccc(NC(=O)N2C(=O)C3(OCCO3)c3ccccc32)cc1
  -9	-7	12	97	nt	1.8	120	0	98
CCOC(=O)N1CCN(C(=O)C2CCCN(S(=O)(=O)c3ccc(C)cc3)C2)CC1 (centres undefined)
  -5	-9	16	110	101	1.3	106	2	101
COc1cc(C(Nc2ccccn2)c2ccc3ccc(C)nc3c2O)cc(OC)c1O (centres undefined)
  64*[fluorescence artefact?]	65*	5	14*	0.3*	1	179[fluorescence artefact?]	-4	38*
CCN(CC)CCN1C(=O)C(=O)/C(=C(/O)c2ccc(C)cc2)C1c1cccnc1 (centres undefined)
  0	9[fluorescence artefact?]	-4	89	92	1.3	108	nt	109
CC1CCc2c(nc3ncnn3c2N2CCN(c3ccccc3F)CC2)C1 (centres undefined)
  0	-9	3	70	47	1	97	-3	102
Fc1ccc(Cn2nnnc2CN2CCN(C3CCCCC3)CC2)cc1
  -4	1	1	97	96	1.2	218*[fluorescence artefact?]	2	101
CCc1nnc(NCC(=O)N2CCc3ccccc32)s1
  -3	4	1	96	100	1.3	115	8	99
Nc1nc(-c2cccc(NS(=O)(=O)c3ccccc3)c2)cs1
  -1	-3	12[fluorescence artefact?]	96	71	1.1	122	-3	96
CC1CCCCC1NC(=O)Cn1ncc2ccccc21 (centres undefined)
  4	13[fluorescence artefact?]	-8	84	99	1	97	-5	98
O=C(CC(C(=O)N1CCc2ccccc21)n1ccnc1)N1CCc2ccccc2C1 (centres undefined)
  -46	-20[fluorescence artefact?]	16[fluorescence artefact?]	85	64	1.1	113	1	94
CC(=O)c1c(C)[nH]c(C(=O)NCCN2CCC(C)CC2)c1C
  0	0	8[fluorescence artefact?]	96	100	1.2	96[fluorescence artefact?]	-3	99
CCc1ccc(OCc2ccc(C(=O)NCc3ccccn3)o2)cc1
  -9	-7	-2	77	88	1.1	97	7	85
O=C(CSc1ncn(-c2ccccc2)n1)N1CCc2ccccc21
  -18	-33	4	92	88	1	104	5	102
O=C(c1ccccc1)N1CCC(O)(c2ccc3c(c2)OCO3)CC1
  -2	-1	1	105	97	1.2	106	nt	101
COc1cccc(-c2nnn(CCC(=O)O)n2)c1
  -5	-12	4	101	93	1.2	115[fluorescence artefact?]	-3	92

Later entries
Values in the order: ERa SRC1 inh	ERb coact inh	Smad3 FoxH1 inh	HUVEC inhibit	H69AR inhibit	MT1-MMP txn act	ERa coact pot	Mac1 fbg enh	Fibroblast inh
O=C(Oc1cccc2cccnc12)c1cccs1
  6[fluorescence artefact?]	-5[fluorescence artefact?]	-4	52	1.6*	1.1	94[fluorescence artefact?]	4	3.4*
O=C(CSc1nnc(COc2ccc(Cl)cc2)o1)N1CCN(c2ccccc2)CC1
  2	-2	3	76	89	1	118	-3	89
Cc1cc(C)n(-c2ccc(C(=O)Nc3ccc4c(c3)OCO4)cc2)n1
  -5	-1	-7	87	74	1.3	88	-1	106
CC(=O)Nc1ccc(NC(C)=O)s1
  3	1[fluorescence artefact?]	-3	95	101	1.2	124	2	106
Cc1cc(Br)ccc1OCc1nc(-c2cccnc2)no1
  -3	4	1	116	92	1.2	138	-1	103
Cc1noc(C)c1CSc1nnc(-c2ccccc2)n1Cc1ccco1
  4	10	-6	89	91	1.2	88	0	102
CCCCC(=O)NCCNC(=O)c1cc(OCC(F)(F)F)ccc1OCC(F)(F)F
  0	0	-7	101	94	nt	106	-4	96
COc1cc2cc(CN(CCN3CCCC3)C(=O)Nc3ccccc3Cl)c(=O)[nH]c2cc1OC
  -1[fluorescence artefact?]	0	11	98	94	1.1	107[fluorescence artefact?]	-3	95
COc1ccccc1NC(=O)CSc1nc2ccccc2c(=O)n1CCNC(C)=O
  8[fluorescence artefact?]	-1[fluorescence artefact?]	9	91	90	1	111	-1	105
COc1cccc(N2CCN(Cc3coc4c(Cl)cc(Cl)cc4c3=O)CC2)c1
  15	10[fluorescence artefact?]	6	98	93	1.1	84[fluorescence artefact?]	nt	93
CCCCN(C)C(=O)CCCCn1c(=O)[nH]c2cc(OCC)c(OCC)cc2c1=O
  4[fluorescence artefact?]	3[fluorescence artefact?]	6	82	61	1.1	99	0	91
CCn1c(Cc2cccs2)nnc1SCC(=O)c1ccc(C)cc1
  -2	-5	-18	90	84	1.4	94	3	97
CCOC(=O)N1CCN(C(=O)COc2ccc(Cl)cc2C)CC1
  3[fluorescence artefact?]	-3[fluorescence artefact?]	5	84	95	nt	102	-1	101

Structures above that have fluorine, in the order listed:
Values in the order: ERa SRC1 inh	ERb coact inh	Smad3 FoxH1 inh	HUVEC inhibit	H69AR inhibit	MT1-MMP txn act	ERa coact pot	Mac1 fbg enh	Fibroblast inh
O=C(Nc1cnn(Cc2ccc(F)cc2)c1)c1cnccn1
  33	22	-16	100	97	1.3	101	nt	102
O=C1C2CCCN2C(c2ccccc2)N1c1ccc(F)cc1 (centres undefined)
  -10	-11	2	96	101	1	117	-2	103
O=C(COC(=O)CCc1ccc(S(=O)(=O)N2CCOCC2)cc1)Nc1ncc(C(F)(F)F)cc1Cl
  -14	5	1	86	98	1.2	93	-3	95
Cn1nc(CC(=O)NCc2ccc(C(F)(F)F)cc2)c2ccccc2c1=O
  -14	-18	4	94	106	1.1	99[fluorescence artefact?]	-1	101
CC1CCc2c(nc3ncnn3c2N2CCN(c3ccccc3F)CC2)C1 (centres undefined)
  0	-9	3	70	47	1	97	-3	102
Fc1ccc(Cn2nnnc2CN2CCN(C3CCCCC3)CC2)cc1
  -4	1	1	97	96	1.2	218*[fluorescence artefact?]	2	101
CCCCC(=O)NCCNC(=O)c1cc(OCC(F)(F)F)ccc1OCC(F)(F)F
  0	0	-7	101	94	nt	106	-4	96

These rows are one share of the data; count on the stated rates, not on these rows.
